Bioassay records: PubChem BioAssay, National Center for Advancing Translational Sciences (NCATS)
Ub-GFP proteasome = inhibits proteasome, raising ubiquitin-GFP reporter fluorescence; 67,000 tested, under 10 active; Potency, µM (titrated, usually from 45.9 µM), without a hit: at the highest dose activation (GFP accumulation), usual class: activators; Ubiquitin-GFP reporter cells, proteasome inhibition, GFP fluorescence; response scale: untreated = 0%, 10 µM MG-132 = 100%; active means well fitted activation curve with a large enough effect, not every such curve was filed as active; inconclusive means small, poorly fitted or top-dose-only effect, or another doubt; inactive means no such curve, though single readings can be large or run the other way; further: potency means the concentration at half of the fitted maximal effect
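U2OS Ub(G76V)-GFP reporter; O/N plating, 0.5% FBS; cpd 46 uM–2.9 nM, 4 h, 37 °C; GFP+ cell count, 488/515 nm; norm. to basal vs 10 uM MG-132; CRC fit.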
BRCT inh green = BRCA1 BRCT-phosphoprotein interaction inhibition; 0.05% of 75,000 active; BRCA1 BRCT-phosphopeptide binding, green fluorescence polarization; Potency, µM (top dose mostly 76.9 µM), for the others: at the highest dose activity change, negative = inhibition, usual class: inhibitors; P38398;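 further: potency means the concentration at half of the fitted maximal effect; plate controls were peptide without protein for full effect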
Target sequence (P38398 whole entry, looked up): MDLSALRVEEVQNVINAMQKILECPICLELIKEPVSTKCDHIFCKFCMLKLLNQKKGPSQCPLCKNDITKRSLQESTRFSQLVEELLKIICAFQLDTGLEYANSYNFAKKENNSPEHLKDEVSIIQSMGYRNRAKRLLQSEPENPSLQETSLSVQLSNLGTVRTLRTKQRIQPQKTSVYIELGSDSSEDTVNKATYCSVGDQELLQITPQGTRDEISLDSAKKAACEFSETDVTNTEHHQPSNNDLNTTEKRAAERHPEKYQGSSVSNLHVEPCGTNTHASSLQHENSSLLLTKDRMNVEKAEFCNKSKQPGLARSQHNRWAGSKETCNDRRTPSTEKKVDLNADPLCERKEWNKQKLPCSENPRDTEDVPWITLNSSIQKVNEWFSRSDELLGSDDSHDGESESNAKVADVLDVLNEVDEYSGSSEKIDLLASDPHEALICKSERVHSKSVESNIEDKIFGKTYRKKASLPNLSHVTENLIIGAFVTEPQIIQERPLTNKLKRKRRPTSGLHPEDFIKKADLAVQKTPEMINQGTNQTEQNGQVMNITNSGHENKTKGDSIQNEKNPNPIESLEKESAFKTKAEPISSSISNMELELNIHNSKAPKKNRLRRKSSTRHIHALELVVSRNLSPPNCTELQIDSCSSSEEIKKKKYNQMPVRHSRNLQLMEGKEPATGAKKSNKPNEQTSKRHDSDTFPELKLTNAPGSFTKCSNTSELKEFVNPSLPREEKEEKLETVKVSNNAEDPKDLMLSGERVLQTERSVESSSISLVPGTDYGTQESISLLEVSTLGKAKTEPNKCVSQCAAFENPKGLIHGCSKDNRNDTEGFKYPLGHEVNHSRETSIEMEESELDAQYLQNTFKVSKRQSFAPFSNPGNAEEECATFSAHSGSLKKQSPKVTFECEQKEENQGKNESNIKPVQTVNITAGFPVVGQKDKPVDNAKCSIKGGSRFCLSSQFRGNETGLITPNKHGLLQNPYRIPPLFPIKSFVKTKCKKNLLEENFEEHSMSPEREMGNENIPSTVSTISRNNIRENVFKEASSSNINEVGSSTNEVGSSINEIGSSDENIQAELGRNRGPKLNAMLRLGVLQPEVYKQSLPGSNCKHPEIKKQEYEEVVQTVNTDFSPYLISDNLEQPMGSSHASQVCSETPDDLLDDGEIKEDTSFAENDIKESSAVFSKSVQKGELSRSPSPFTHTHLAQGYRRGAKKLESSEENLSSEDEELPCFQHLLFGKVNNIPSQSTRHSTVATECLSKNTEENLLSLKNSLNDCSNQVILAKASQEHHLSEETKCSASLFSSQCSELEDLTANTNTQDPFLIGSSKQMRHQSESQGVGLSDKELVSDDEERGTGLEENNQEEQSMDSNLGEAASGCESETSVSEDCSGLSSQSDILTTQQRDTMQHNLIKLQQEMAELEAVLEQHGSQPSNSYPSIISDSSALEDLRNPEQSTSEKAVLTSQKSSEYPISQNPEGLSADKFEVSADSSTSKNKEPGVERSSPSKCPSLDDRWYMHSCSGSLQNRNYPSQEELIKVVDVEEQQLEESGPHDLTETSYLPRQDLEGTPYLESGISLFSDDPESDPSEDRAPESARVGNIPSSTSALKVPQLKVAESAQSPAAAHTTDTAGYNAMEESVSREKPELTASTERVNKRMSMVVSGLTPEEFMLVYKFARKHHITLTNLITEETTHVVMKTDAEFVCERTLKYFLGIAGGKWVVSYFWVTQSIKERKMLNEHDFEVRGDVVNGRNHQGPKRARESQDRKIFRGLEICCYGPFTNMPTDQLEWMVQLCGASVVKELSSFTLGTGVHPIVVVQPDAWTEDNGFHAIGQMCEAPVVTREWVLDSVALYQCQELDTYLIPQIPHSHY
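Compounds were incubated for 12 min at room temperature with a complex of 100 nM fluorescein-tagged pBACH1 decapeptide and 250 nM His-tagged BRCT protein. Buffer was phosphate pH 7.3 with EDTA, DTT and Tween 20. Disruption of binding lowers the polarization signal.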
Epigenetic mod = derepresses silenced GFP locus in mouse C127i cells; mouse C127i GFP locus derepression, cytometry, 30 h; Potency, µM (top dose mostly 46.1 µM), without a hit: at the top dose GFP derepression (activation); 0.09% of 68,000 active; further: % of control where 0% means no effect
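Locus derepression in mouse mammary C127i cells whose integrated CMV-GFP reporter is normally silent; GFP expression after 30 h compound treatment was quantified by counting fluorescent cells.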
DNA Pol III inh = DNA polymerase III holoenzyme inhibition | reconstituted DNA polymerase III holoenzyme replication, biochemical | Potency, µM (highest dose often 57.1 µM), for inactives: at the top dose activity change, negative = inhibition | 0.25% of 71,000 active; further: potency means the concentration at half of the fitted maximal effect; on the % scale 0 is the no-effect control and ±100 the full control effect
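Reconstituted *E. coli* holoenzyme (0.35 nM Pol III, 1 nM beta, 154 nM SSB, 2 nM primase) was preincubated with compound for 15 min at RT. Synthesis on 1.4 nM ssM13Gori ran 35 min, then was stopped with PicoGreen/EDTA and read as dsDNA fluorescence.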
USP2a inhib = blocks human ubiquitin-specific protease USP2a; Potency, µM (top dose mostly 38.3 µM), inactives show top-dose activity change, negative = inhibition, usual class: inhibitors; O75604; USP2a enzymatic assay, qHTS inhibition; AID 927; 0.1% of 60,000 active;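 further: potency means the concentration at half of the fitted maximal effect; nearly all actives have a fitted effect of over 60% in size; plate controls were DMSO for no effect and NEM full inhibition control for full effect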
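Inhibition is measured in a cell-free coupled assay with 20 nM USP2 core, 20 nM Ub-PLA2 and 20 uM NBD C6-HPC, 2.5 h incubation. Activity normalized to NEM control.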
BRCT inh red = BRCT-phosphoprotein interaction inhibition (red fluorophore); AID 892; P38398; Potency, µM (highest dose often 76.9 µM), for the others: top-dose activity change, negative = inhibition, usual class: inhibitors; 0.03% of 75,000 active; BRCT-phosphopeptide binding, red fluorescence polarization; further: on the % scale 0 is the no-effect control and ±100 the full control effect
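Fluorescence polarization: 100 nM His-tagged BRCA1 BRCT with 100 nM TAMRA-labelled phospho-BACH1 decapeptide, phosphate buffer pH 7.3 with 150 mM NaCl, DTT, 0.01% Tween 20; 12 min RT. Binding inhibition seen as FP decrease.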
CRE Fsk mod = CRE-bla signaling modulation under forskolin stimulation | Potency, µM (titrated, usually from 38.2 µM), inactives show top-dose activity change, negative = inhibition, most hits filed as activators | 2.5% of 71,000 active | CHO CRE-bla reporter (cAMP response element driving beta-lactamase), forskolin EC10, beta-lactamase ratio | AID 662; active means well fitted activation curve with a large enough effect in the signal ratio, with a control signal flat, not every such curve was filed as active; inconclusive means small, poorly fitted or top-dose-only effect, or effect the other way, or a change in a side signal; the % refers to the signal ratio; further: potency means the concentration at half of the fitted maximal effect; % of control where 0% means no effect
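qHTS titration format; CRE-bla CHO reporter; stimulus EC10 NKH 477, a water-soluble forskolin. Read: CCF4 460/530 nm ratio. Potency expressed as AC50 for activators or inhibitors.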
HBB splicing = alters splicing of the hemoglobin beta chain. HBB splicing reporter cell assay, activation; EGFP reporter with mutant IVS2-654 intron; response scale: normalised to 500 nM splice-correcting PNA. AID 925. Potency, µM (top dose mostly 46.1 µM), inactives show at the top dose activation, usual class: activators. 0.06% of 65,000 active; further: potency means the concentration at half of the fitted maximal effect; 0% is about no effect
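HeLa cells stably expressing EGFP interrupted by mutant beta-globin intron 2 (IVS2-654), 500/well in 2% FCS. Treated with compound for 2 days at 37C. Splicing correction scored as total well GFP intensity (488 nm excitation, 500-520 nm emission); 500 nM antisense PNA served as control.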
HADH2 inh = inhibitors of human HADH2 dehydrogenase; Q99714; recombinant HADH2, NADH fluorescence, beta-hydroxybutyryl-CoA; Potency, µM (series often up to 57.1 µM), for inactives: at the top dose activity change, negative = inhibition, most hits filed as inhibitors; 3.4% of 73,000 active; further: potency means the concentration at half of the fitted maximal effect; on the % scale 0 is the no-effect control and ±100 the full control effect; nearly all actives have a fitted effect of over 60% in size; many of its hits are not listed in these tables
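Buffer 100 mM Tris-HCl pH 9.0/0.01% Tween-20; HADH2 20 nM; NAD+ 1 mM; beta-hydroxybutyryl-CoA 90 uM (all final). 15 min cpd preincubation, RT.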
ALOX15 inhib = inhibitors of human 15-lipoxygenase (ALOX15); purified 15hLO-1, xylenol orange hydroperoxide absorbance; Potency, µM (titrated, usually from 57.1 µM), for inactives: top-dose activity change, negative = inhibition, usual class: inhibitors; 1.4% of 74,000 active; AID 887; further: potency means the concentration at half of the fitted maximal effect; on the % scale 0 is the no-effect control and ±100 the full control effect; nearly all actives have a fitted effect of over 55% in size
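Readout: Fe(III)-xylenol orange absorbance, 573-to-405 nm ratio as reaction progress. Enzyme 40 nM purified human 15hLO-1, substrate 50 uM arachidonic acid, 6 min RT after 15 min compound preincubation; Hepes pH 7.5 buffer with Triton X-100.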
Hsp90 Hop PPI = changes Hsp90-Hop TPR2A binding signal, up or down | AlphaScreen TPR2A-His6 binding biotin-Hsp90 C-terminal peptide | Potency, µM (top dose mostly 57 µM), for inactives: at the top dose activity change, negative = inhibition | 0.44% of 71,000 active | AID 595; active means well fitted curve in either direction with a large enough effect; inconclusive means small, poorly fitted or top-dose-only effect, or another doubt; further: potency means the concentration at half of the fitted maximal effect; on the % scale 0 is the no-effect control and ±100 the full control effect; many of its hits are not listed in these tables
The depositor's hits bear a star; i = inactive; ? = inconclusive; nt = not tested or not shown; [ ] = remark or other dose. Unless noted, the call rests on the fitted dose curve; in most records, active means well fitted curve in the direction sought with a large enough effect; inconclusive means small, poorly fitted or top-dose-only effect, or another doubt; inactive means no such curve, though single readings can be large; an effect the other way counts as inactive or inconclusive. Some of the compounds tested; count on the stated rates, not on these rows.

canonical_smiles | BRCT inh red | HBB splicing | BRCT inh green | HADH2 inh | USP2a inhib | DNA Pol III inh | CRE Fsk mod | Epigenetic mod | Hsp90 Hop PPI | ALOX15 inhib | Ub-GFP proteasome
CCc1nc2oc3ccccc3c(=O)c2c(=O)n1Cc1ccccc1 | -1.4% | 1.1% | 0.3% | -1.9% | 16.5% | -8.2% | 12.6% | 0.0% | -1.9% | 12.7% | 20.5%
CCC1CCCCN1Cc1nc2c(c(=O)n(C)c(=O)n2C)n1CCC(C)C (configuration not stated) | -1.9% | -1.7% | 2.6% | -20.8% | nt | -4.0% | ? | nt | -6.1% | -9.2% | -4.3%
Cc1cc(NC(=O)c2cc(-c3ccco3)on2)no1 | 0.3% | -1.1% | 2.8% | -8.6% | 7.7% | 8.9% | 9.4% | 0.0% | -0.4% | -6.5% | -7.8%
CCOc1ccc(CN2CCN(c3cc(C)nc4c5c(C)cc(C)nc5nn34)CC2)cc1 | 0.9% | 1.9% | -2.7% | ? | 3.6% | -1.6% | 13.7% | -1.0% | 0.4% | -1.8% | 9.6%
CCC(NS(=O)(=O)c1ccc(C)cc1)C(=O)Nc1ccc(NC(C)=O)cc1 (configuration not stated) | -0.6% | 0.2% | -2.2% | -3.5% | 2.2% | 0.3% | 3.5% | 0.0% | -0.6% | 0.8% | 4.8%
CCOC(=O)CSc1nnc(CNc2ccccc2Cl)n1-c1ccccc1 | 1.1% | -1.1% | -0.9% | 6.0% | 9.8% | 0.1% | ? | 3.9% | 1.2% | -0.2% | -1.3%
COc1ccc(NC(=O)CSc2nnc(-c3cccs3)n2-c2ccccc2)cc1 | -1.0% | -0.1%[57.5 µM] | -4.2% | 14.5% | 0.8% | -5.2% | ? | 1.9% | 0.3% | -7.3% | -2.8%
Cc1csc(NC(=O)CSc2nnc(-c3ccc(S(=O)(=O)N4CCCC4)cc3)o2)n1 | -1.8% | nt | -1.0% | -9.0% | 92.1%[activator] | -1.5% | -9.4% | 3.8% | -1.1% | 36.7%[activator] | -1.9%
Cn1nnnc1SCCNCc1cccnc1 | 0.5% | 8.4%[1.84 µM] | 0.1% | -7.9% | -2.8% | -3.1% | 12.1% | -2.0% | -1.5% | -13.1% | 12.9%
Cc1ccccc1Nc1nc(N)nc(COC(=O)c2cccn2C)n1 | -2.2% | 0.8% | 0.7% | 2.6% | 23.9% | -8.3% | ? | -1.2% | -8.5% | -1.9% | 4.1%
C=CCn1cc(C(=O)OC)c(=O)c2cc(S(=O)(=O)N3CCC(C)CC3)ccc21 | -2.8% | 0.7%[0.369 µM] | 0.4% | 0.6% | 31.2%[activator] | 2.5% | ? | -1.6% | -0.9% | 10.2% | nt
CCc1sc(C(=O)N2CCN(S(C)(=O)=O)CC2)cc1Br | -0.8% | -1.0% | -0.7% | 7.2% | 0.8% | 2.4% | 4.5% | 0.0% | -0.9% | -0.8% | -6.1%
COC(=O)[C@H](C)NC(=O)Nc1ccccc1C(F)(F)F | 0.3% | -0.1%[1.84 µM] | 0.1% | -1.0% | 2.5% | 4.3% | ? | 0.0% | -1.3% | -0.7% | 1.4%
COc1cc(NC(=O)CN2c3cccc4cccc(c34)S2(=O)=O)cc(OC)c1OC | 2.8% | 1.0% | 1.1% | 78.3%[activator] | 35.4%[activator] | -5.9% | ? | -2.1% | -5.2% | -7.4% | -5.8%
O=C1C2C3C=CC(C3)C2C(=O)N1CC1CCCO1 (configuration not stated) | 0.0% | 1.0%[57.5 µM] | 0.2% | 6.7% | nt | -4.2% | -1.6% | 3.3% | 3.0% | 4.6% | -5.1%
NC(=O)c1ccccc1NS(=O)(=O)Cc1ccccc1 | -0.3% | 0.4%[9.22 µM] | -1.1% | 10µM* | -1.2% | -3.6% | -4.9% | -2.2% | -2.9% | 4.3% | -8.2%
N[C@@H](C(=O)O)[C@H](O)C(=O)O | nt | 0.0% | nt | -10.5% | nt | -6.1% | -2.4% | -1.1% | -0.1% | nt | 6.5%
COc1cccc(C(=O)Nc2cccc(C(=O)N3CCOCC3)c2)c1 | 0.6% | -0.7% | 0.1% | 2.4% | 0.3% | -8.2% | 1.3% | 3.2% | 0.5% | 2.1% | 5.2%
CCOC(=O)C1=C(CNCCc2ccc(Cl)cc2)NC(=O)NC1c1ccc2c(c1)OCO2 (configuration not stated) | 0.2% | -1.7% | -2.9% | 6.9% | 49.1%[activator] | 1.4% | ? | 0.0% | -16.6% | -19.0% | 0.0%
CN1CCN(C(=O)c2cc3sccc3n2CC(=O)c2ccccc2)CC1 | 0.8% | 7.6% | -0.4% | 3.2% | 4.0% | -2.0% | -16.9% | 0.0% | -0.1% | 1.0% | -8.7%
CCOc1ccc2[nH]c(=O)c(C(c3nnnn3CC3CCCO3)N3CCc4ccccc4C3)cc2c1 (configuration not stated) | 0.9% | -0.2% | 0.9% | -12.6% | 25.3% | -1.5% | ? | 2.3% | -2.4% | -18.1% | -1.7%
COc1cccc(-n2c(SCC(=O)NCCC3=CCCCC3)nc3n[nH]c(C)c3c2=N)c1 | -0.2% | 1.0% | -1.3% | -0.2% | 40.1%[activator] | -5.2% | ? | -2.2% | -0.7% | -8.4% | 1.2%
COc1ccc2c(=O)c3c(=O)n(Cc4ccco4)c(C(C)C)nc3oc2c1 | -0.3% | -1.0% | 1.8% | 11.6% | ? | 2.4% | -11.0% | -2.6% | -5.4% | -5.4% | 0.0%
O=C(C1CCN(S(=O)(=O)c2cnc[nH]2)CC1)N1CCc2ccccc2C1 | 0.3% | -1.4% | -3.6% | 6.7% | 3.8% | 3.3% | -27.9% | -1.0% | -4.3% | 0.0% | -3.6%
O=c1oc(-c2ccco2)nc2ccccc12 | -0.5% | 2.6% | 2.6% | -12.9% | -6.2% | -7.4% | ? | 5.0% | -5.2% | -6.0% | -5.1%
CC1CCCN(S(=O)(=O)c2cccc(-c3cn4cccnc4n3)c2)C1 (configuration not stated) | -1.2% | -0.4%[57.5 µM] | -3.6% | i | 21.1% | -4.3% | 6.4% | -0.5% | -1.3% | -13.2% | -0.8%
COc1cccc(CNC(=O)c2ccccc2N)c1 | 0.2% | -1.0% | -0.8% | 6.3% | 43.6%[activator] | -2.9% | 7.8% | 0.0% | -7.4% | -2.2% | -0.4%
O=[N+]([O-])c1ccc(Cl)cc1Cl | 1.3% | 0.0% | -0.3% | 4.7% | nt | -3.7% | -8.7% | nt | 2.4% | -1.0% | nt
C/C(=C(\C#N)C(=O)NCCCN1CCOCC1)N(C)C | -1.7% | -0.9%[57.5 µM] | -0.9% | 16.0% | -6.8% | 0.4% | -10.0% | -2.2% | 2.0% | 2.8% | -4.3%
NCCC(=O)NCCc1cnc[nH]1 | -1.8%[34.4 µM] | 0.9%[20.6 µM] | 0.1%[34.4 µM] | 4.3%[25.6 µM] | -0.2%[17.1 µM] | 1.3%[25.6 µM] | 7.3%[17.1 µM] | -1.7%[20.6 µM] | -3.2%[26 µM] | 4.4%[25.6 µM] | 0.7%[20.5 µM]
COc1cc2c(cc1OC)CN(Cc1cc(=O)n3cc(C)ccc3n1)CC2 | 1.2% | -1.6% | -0.4% | -2.2% | -4.4% | -5.6% | -3.7% | 8.6% | 1.3% | 1.0% | 1.9%
CN(CC(=O)NCCN1CCN(Cc2ccccc2)CC1)S(=O)(=O)c1cccc2nsnc12 | -1.2% | 1.0% | -4.0% | -2.2% | 10.5% | -4.1% | ? | -2.9% | 6.4% | -1.7% | -20.0%
CC(C)Sc1nnc([C@H](C)NC(=O)OC(C)(C)C)o1 | 1.4% | 2.4%[57.5 µM] | -0.7% | ? | 6.3% | -4.4% | 0.0% | -2.2% | 0.6% | 6.7% | 0.0%
Cc1cc(C(C)(C)C)c(OCCCN2CCOCC2)c(C(C)(C)C)c1 | 0.1%[15.4 µM] | 0.8%[9.22 µM] | -2.7%[15.4 µM] | 7.0%[11.4 µM] | nt | -10.8%[11.4 µM] | 1.6%[7.6 µM] | 5.6%[9.22 µM] | -0.6%[11 µM] | 9.5%[11.4 µM] | -3.1%[9.17 µM]
Cc1nnc2c3ccccc3c(-c3ccccc3)nn12 | -2.5% | 3.1%[0.369 µM] | 3.2% | 1.3% | -4.0% | -9.4% | ? | 0.0% | 1.8% | 3.2% | nt
